Bioassay records deposited in PubChem by Sanford-Burnham Center for Chemical Genomics.
CCR6 antagonist – CCR6 receptor antagonists, primary screen, cell-based, CHO-K1, luminescence, beta-arrestin, uHTS | C-C chemokine receptor type 6 (Homo sapiens), P51684 | CHO-K1 CCR6 PathHunter beta-arrestin, CCL20-stimulated | inhibition, % at 20 µM | hit rate 0.49% among 340,000 | AID 493098, 2011;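 active means compounds whose inhibition of the agonist-driven luminescence signal at 20 µM reaches about 50%, limit read from the data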;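 further: cells stimulated with CCL20 at 14 nM final; plate controls were DMSO with CCL20 for no effect and DMSO without agonist for full effect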
Target sequence (P51684 whole entry, looked up): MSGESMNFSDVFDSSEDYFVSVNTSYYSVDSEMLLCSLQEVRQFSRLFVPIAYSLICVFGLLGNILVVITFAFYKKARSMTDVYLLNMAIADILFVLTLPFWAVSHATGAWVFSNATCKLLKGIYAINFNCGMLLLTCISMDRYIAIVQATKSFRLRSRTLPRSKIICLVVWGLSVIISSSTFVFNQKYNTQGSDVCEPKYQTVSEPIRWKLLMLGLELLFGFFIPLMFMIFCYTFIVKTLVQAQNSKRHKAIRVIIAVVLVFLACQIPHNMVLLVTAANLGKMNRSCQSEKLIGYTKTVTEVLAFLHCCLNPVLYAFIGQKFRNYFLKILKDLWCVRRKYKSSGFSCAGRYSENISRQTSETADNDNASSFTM
Jurkat NFkB inh – inhibitors of induced NF-kB luciferase reporter, primary screen, TCR NF-kB activation inhibitor project, cell-based, luminescence, uHTS | Jurkat, PMA/ionomycin-induced NF-kB luciferase reporter | inhibition, % at 4 µM | hit rate 0.53% among 330,000 | AID 435003, 2010; in the data active means inhibition above about 50%
Gli-Sufu block – Gli-Sufu pathway antagonists, primary screen, luciferase luminescence, Sufu-KO-LIGHT cells, uHTS; Sufu-KO-LIGHT fibroblasts, Gli luciferase reporter luminescence; inhibition, % at 5 µM; hit rate 0.74% among 340,000; AID 588413, 2011;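 active means inhibition above about 55%, limit read from the data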;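 further: 0% = DMSO-treated cells and 100% = wells with medium but no cells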
APJ antagonist – antagonists of human apelin receptor APJ, primary screen, CHO-K1 cells, beta-arrestin complementation, luminescence; inhibition, % at 20 µM; P35414; AID 2521, 2010; hit rate 0.32% among 330,000;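 active means inhibition above about 40% at 20 µM, limit read from the data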;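 further: cells challenged with 10 nM apelin-13 agonist together with compound; plate controls were apelin-13 plus DMSO wells for no effect and DMSO wells lacking apelin-13 for full effect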
697 NFkB inh – inhibitors of PMA/ionomycin-induced NF-kB reporter, 697 cells, primary screen, B-cell NF-kB inhibitor project, cell-based, luminescence, uHTS | 697 B-cell NF-kB luciferase reporter, 16 h | inhibition, % at 4 µM | hit rate 0.33% among 330,000 | AID 435022, 2010; in the data active means inhibition above about 35%
UBC13 inh – UBC13 polyubiquitin chain formation inhibitors, primary screen, biochemical, TR-FRET, uHTS | Ubiquitin-conjugating enzyme E2 N (Homo sapiens), P61088 | inhibition, % at 20 µM | hit rate 0.47% among 330,000; in the data active means inhibition above about 45%, passing the limit was not always enough
Target sequence (P61088 whole entry, looked up): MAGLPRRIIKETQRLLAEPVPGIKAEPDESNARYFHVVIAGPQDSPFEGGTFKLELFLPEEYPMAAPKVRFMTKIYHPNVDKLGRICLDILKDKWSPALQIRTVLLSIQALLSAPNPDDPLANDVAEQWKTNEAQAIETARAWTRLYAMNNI
CXCR6 inh – CXCR6 receptor inhibitors, primary screen, cell-based, beta-arrestin, luminescence, CHO-K1 PathHunter, 1536-well | AID 602244, 2012 | inhibition, % at 20 µM | hit rate 0.36% among 360,000; in the data active means inhibition above about 34%, passing the limit was not always enough;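 further: antagonist mode with CXCL16 agonist at 10 nM final; 0% = 10 nM CXCL16 with DMSO and 100% = unstimulated wells without agonist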
EBI2 antag – EBI2 receptor antagonists, beta-arrestin recruitment, primary screen, cell-based, luminescence, 7a,25-OHC stimulation, uHTS; G-protein coupled receptor 183 (Homo sapiens), P32249; 7a,25-OHC stimulated; inhibition, % at 5 µM; hit rate 0.81% among 360,000; in the data active means inhibition above about 38%;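 further: enzyme fragment complementation signal reports receptor beta-arrestin coupling in cells; 0% = agonist plus DMSO wells and 100% = wells without agonist; some results beyond the cut were filed as inactive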
Target sequence (P32249 whole entry, looked up, the tested form may be a part): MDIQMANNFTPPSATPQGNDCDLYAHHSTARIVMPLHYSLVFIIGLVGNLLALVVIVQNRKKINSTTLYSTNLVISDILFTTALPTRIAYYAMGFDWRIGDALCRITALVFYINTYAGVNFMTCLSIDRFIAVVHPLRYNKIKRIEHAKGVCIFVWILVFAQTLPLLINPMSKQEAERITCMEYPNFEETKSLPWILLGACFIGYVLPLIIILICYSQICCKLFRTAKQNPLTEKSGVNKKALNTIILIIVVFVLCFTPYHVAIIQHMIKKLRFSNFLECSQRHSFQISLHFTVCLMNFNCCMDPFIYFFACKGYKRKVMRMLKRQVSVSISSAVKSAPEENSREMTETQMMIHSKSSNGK
Numbers without * were called inactive; · = not tested or not shown.

Order of values: 697 NFkB inh, Jurkat NFkB inh, Gli-Sufu block, APJ antagonist, UBC13 inh, CXCR6 inh, CCR6 antagonist, EBI2 antag
> CCC(Oc1ccccc1)C(=O)Nc1ccc(C)c(S(=O)(=O)N2CCOCC2)c1 (stereo not drawn)
  -1, 10, 3, 13, 6, -6, 7, 4
> Cc1[nH]n(-c2ccccc2)c(=O)c1CCOC(=O)c1ccc(C(F)(F)F)cc1
  5, 4, 4, -15, -5, 5, -1, 2
> Cc1ccc(Nc2nc(Cl)nc(NC3CCCCC3)n2)cc1
  -44, -59, -4, 21, -8, 1, 19, 16
> O=c1[nH]c2ccccc2cc1-c1nnn(-c2ccc(F)cc2)n1
  -82, -81, -114, -76, -8, 1, 1, -8
> CC1=CC(=C2C(=O)c3ccccc3C2=O)C=C(C)N1Cc1ccco1
  -80, -65, -79, -16, -2, 11, 14, 8
> CCC1CCCCN1C(=O)CCNC(=O)Cn1cnc2ccccc2c1=O (stereo not drawn)
  10, -16, -14, 5, 2, -4, 6, 7
> CN(C)CCNC(=O)C1(O)c2cc(Br)ccc2NC(=O)N1c1ccc(Cl)cc1 (stereo not drawn)
  16, -20, 2, 7, 6, 4, 0, 10
> Cc1cc(NC(=O)c2ccc([N+](=O)[O-])cc2)no1
  -12, -26, -15, -4, -5, -8, -1, -6
> O=C(Nc1c[nH]c2c(Cl)cccc2c1=O)N1CCN(c2ccccn2)CC1
  -32, -9, -7, -11, -1, 8, 13, -4
> O=C(NCCN1CCN(c2ccccc2)CC1)Nc1ccccc1Cl
  7, 12, 5, 8, 9, -1, -5, 9
> Cc1ccc(Sc2c([N+](=O)[O-])c(C)nn2C)cc1
  -6, 3, 9, 21, 3, -2, 6, -3
> Cc1ccccc1NC(=O)c1cccc2c1C(=O)N(C1CCCCC1)C2
  4, -1, -1, 1, 4, 0, 23, -6
> COc1cc(CNC(C)C)c(Br)cc1OC1CCCC1
  6, -4, 25, 5, 3, -5, -11, 8
> CC(=O)N1CCN(c2ccc(NC(=O)c3ccccc3Br)cc2Cl)CC1
  -5, 0, -2, -2, -1, -2, -3, 1
> O=C(C1CCN(S(=O)(=O)c2ccc(-n3cnnn3)cc2)CC1)N1CCCCC1
  -1, 29, -7, 8, 1, -5, 2, -16
> C=CCNc1nnnc2c1sc1nc(N3CCOCC3)c3c(c12)CCCC3
  1, -2, 12, 5, 14, -5, 8, 52*
> Cc1nc(C)c(C(=O)N/N=C/c2cc(Br)ccc2O)s1
  -20, 36, 7, -7, -6, -22, 25, 2
> COc1ccc(Cn2nc(C(=O)O)c3ccccc3c2=O)cc1F
  -8, 3, -13, 13, -2, 0, 22, -1
> COc1ccc(C(=O)O)cc1NC(=S)NC(=O)C(c1ccccc1)c1ccccc1
  -1, -14, 12, 12, 1, 4, 13, 12
> COc1ccc(CN2CCN(Cc3ccccc3F)CC2)cc1OC
  12, 3, 27, 14, 3, 7, 14, -10

(next part)
Order of values: 697 NFkB inh, Jurkat NFkB inh, Gli-Sufu block, APJ antagonist, UBC13 inh, CXCR6 inh, CCR6 antagonist, EBI2 antag
> COc1cccc(NC(=O)CSc2nnc(NC(=O)C3CCC3)s2)c1
  0, 1, -14, -27, 1, 2, 10, -6
> Cc1ccccc1/C=C/C1=NCCN1
  -3, 14, -3, 15, -4, -3, 5, 0
> CCn1c(SCC(=O)c2ccc3c(c2)OCCO3)nnc1C(C)C
  17, -11, 10, 9, 4, 0, 5, 1
> CN1CCN(c2ccccc2NC(=O)c2ccc([N+](=O)[O-])o2)CC1
  -5, 22, -7, -102, -10, -11, 2, -5
> CCOC(=O)c1nc(N)sc1C(=O)OCC
  -35, 1, 11, 6, -5, -9, 16, -18
> Cc1nn(C(=O)c2ccccc2)c2c1C(=O)CC(C)(C)C2
  24, -4, 5, -5, -5, 3, 22, 4
> CCOC(=O)C1=NN(C(=O)c2ccc(OC)cc2)C(O)(c2ccc(Cl)cc2)C1 (stereo not drawn)
  -3, -10, -5, -19, -70, 24, 42, -3
> O=C(c1cc(C(=O)c2ccco2)cc(C(=O)c2ccco2)c1)c1ccco1
  6, 3, 28, 9, 5, -7, 5, 8
> COCC(C)n1c(SCC(=O)N2CCc3ccccc3C2)nc2ccccc2c1=O (stereo not drawn)
  8, 12, 0, 11, 3, 10, 9, 0
> COc1ccc(S(=O)(=O)N(C)C)cc1NC(=O)CSc1nc(N)cc(N)n1
  9, 3, 5, -8, 7, -3, 3, -1
> CCOC(=O)c1[nH]c2ccc(OC)cc2c1NC(=O)CN1CCN(c2ccccn2)CC1
  -28, -1, ·, 13, 2, ·, ·, ·
> O=C(NNc1ncnc2c1cnn2-c1cccc(Cl)c1)c1ccco1
  -5, -13, 3, 0, -10, -2, 12, 0
> CCC(C)NC(=O)c1ccc(C(=O)c2ccccc2)cc1 (stereo not drawn)
  15, -5, -23, 11, 6, -8, 4, -9
> O=C(c1ccco1)N1CCN(CCOc2ccccc2)CC1
  3, -11, 0, 7, 4, 9, -4, -7
> O=C(COC(=O)c1ccco1)Nc1ccc2c(c1)OCCO2
  12, 4, -12, 23, -2, 2, -11, 6
> COc1cc(C2=NOC(C(=O)N3CCCc4ccccc43)C2)cc(OC)c1OC (stereo not drawn)
  -19, -8, 11, 8, -8, -3, -6, -3
> CCCC(=O)c1c(NCCO)cc(C)oc1=O
  5, 1, -12, 15, 0, 9, 8, 6
> COc1cc(NC(=O)C2CC2C)c(C(=O)O)cc1OC (stereo not drawn)
  23, 12, -2, -26, 4, -7, -14, -1
> COc1ccc(C(=O)NCCS(=O)(=O)NC(C)c2ccccc2)cc1 (stereo not drawn)
  1, 13, -6, 2, -8, 3, -1, -7
> COc1ccc(CCC(=O)N2CCN(c3ccc([N+](=O)[O-])cc3)CC2)cc1OC
  8, 24, -15, 1, -4, -2, 3, 10

(continued)
Order of values: 697 NFkB inh, Jurkat NFkB inh, Gli-Sufu block, APJ antagonist, UBC13 inh, CXCR6 inh, CCR6 antagonist, EBI2 antag
> COc1ccc(C(=O)OCC(=O)NC(C)CCc2ccccc2)c(OC)c1 (stereo not drawn)
  -8, -6, -1, 1, 3, -2, 0, -3
> Cn1nc(-c2ccccc2F)c2cc(C(=O)N3CCN(C(=O)c4ccco4)CC3)sc21
  -16, 11, 11, 7, -2, -11, 13, 10
> Cc1noc(C)c1S(=O)(=O)N1CCN(c2ccccc2)CC1
  2, -7, 13, 1, -6, 12, 5, 1
> N=c1c2c(ncn1CCN1CCOCC1)Oc1ccc3ccccc3c1C2c1ccccc1 (stereo not drawn)
  -10, -6, 7, 20, 18, 8, -6, 12
> O=C(N/N=C/c1c(O)n(-c2ccc(Cl)cn2)c(=O)c2ccccc12)c1ccncc1
  15, 15, -1, -18, 6, -12, -1, 1
> Cc1c(Cl)cccc1NC(=O)C1CCCCC1
  4, -4, ·, 1, -14, ·, ·, ·
> COc1ccc(OC)c(NC(=O)C2CCCN(S(=O)(=O)c3cccc4nsnc34)C2)c1 (stereo not drawn)
  -24, -24, 0, 6, -18, -4, 1, -2
> CSc1ccc(C(=O)C2CCCN(S(=O)(=O)N(C)C)C2)cc1 (stereo not drawn)
  12, -17, 4, 4, 9, 8, 13, -5
> Cc1nc(Cl)sc1C(=O)Nc1cccc(Cl)c1
  -13, 11, 2, -1, -10, -10, 9, 5
> CCOC(=O)c1cc2c(C(F)(F)F)cc(-c3cccnc3)nc2o1
  -2, -4, -16, 3, -10, 7, -5, -13
> Cc1c(C(=O)N2CCC(n3nccc3NC(=O)C3CC3)CC2)[nH]c2ccc(Cl)cc12
  0, 5, -8, 15, 4, 7, -2, 27
> CON=C1CCN(c2ncc(C(F)(F)F)cc2Cl)CC1
  22, -3, 9, 1, 3, -4, 1, 1
> COC(=O)c1ccc(C(=O)OC)c(NC(=O)CS(=O)(=O)Cc2ccccc2)c1
  4, 5, 10, -3, -3, -7, -3, 2
> Cc1cc(NC(=O)C(C)SCC(=O)OC(C)C(=O)Nc2ccc(F)cc2Cl)no1 (stereo not drawn)
  21, 11, -5, 2, 6, 2, 4, -3
> CCCn1cc(S(=O)(=O)c2ccccc2)c(=O)c2cc(OCC)ccc21
  -5, -12, -9, 21, 0, 3, 12, 2
> Cc1ccc(N(C(=O)c2ccco2)C(C(=O)NC2CCCC2)c2cccnc2)cc1C (stereo not drawn)
  10, -1, -16, 12, 1, 5, 16, -2
> O=C(Nc1nnc(SCC(=O)N2CCOCC2)s1)c1ccccc1
  -28, 7, -40, -16, 7, -10, -5, -7
> COc1cccc(OCC(O)CN2CC(C)CC(C)C2)c1 (stereo not drawn)
  8, -10, -4, -3, -2, 2, 10, -7
> CC(NC(=O)COc1ccc(N(C)S(=O)(=O)c2ccccc2)cc1)c1ccccc1 (stereo not drawn)
  -6, -1, -2, -6, -1, -7, 10, 6
> N=C1C(c2nc(-c3ccc(F)cc3)cs2)=C(O)CN1Cc1ccc(Cl)cc1
  17, 10, -1, 4, -4, 18, 3, -7

More entries
Order of values: 697 NFkB inh, Jurkat NFkB inh, Gli-Sufu block, APJ antagonist, UBC13 inh, CXCR6 inh, CCR6 antagonist, EBI2 antag
> CCOc1cc(C2C(C#N)=C(N)Oc3n[nH]c(C)c32)ccc1OCCN1CCOCC1 (stereo not drawn)
  29, 2, 0, 6, 8, -5, -5, -10
> O=C(CCc1ccccc1)NNC(=O)c1ccccn1
  17, 7, -10, -11, 50*, -6, -8, 0
> Cc1cccc(N(C(=O)Cc2cccs2)C(C(=O)NCc2ccco2)c2ccncc2)c1 (stereo not drawn)
  18, -4, -29, -11, 5, 3, 16, 0
> O=C(Nc1ccc(Nc2ccccc2)cc1)c1ccc(Br)cc1
  -23, -22, 1, 10, -6, 7, 10, -1
> COc1nccc(C(F)(F)F)c1C(=O)NC(=O)Nc1c(C)cccc1C
  -9, 7, 6, 12, -4, 4, 9, -7
> Cc1cc(=O)oc2c(CN3CCCCC3)c(O)ccc12
  ·, ·, 2, ·, ·, 0, -2, 0
> CCOc1ccc(-n2c(SC(C)C)nc3c(c2=O)SCC3)cc1
  -5, -7, 0, 18, -8, -9, 14, -10
> Cc1ccc2[nH]c3c(=O)n(N)c(=O)[nH]c3c2c1
  9, -26, -6, 0, -4, -15, 12, 0
> Cc1cc(NC(=O)c2cccs2)cc(-c2nc3ncccc3o2)c1O
  8, 4, -4, 1, -15, 0, 7, -6

3 compounds out of the list, arranged by SMILES length, low to high:
Order of values: 697 NFkB inh, Jurkat NFkB inh, Gli-Sufu block, APJ antagonist, UBC13 inh, CXCR6 inh, CCR6 antagonist, EBI2 antag
> CCOc1ccc(-n2c(SC(C)C)nc3c(c2=O)SCC3)cc1
  -5, -7, 0, 18, -8, -9, 14, -10
> Cc1cc(NC(=O)c2cccs2)cc(-c2nc3ncccc3o2)c1O
  8, 4, -4, 1, -15, 0, 7, -6
> Cc1cccc(N(C(=O)Cc2cccs2)C(C(=O)NCc2ccco2)c2ccncc2)c1 (stereo not drawn)
  18, -4, -29, -11, 5, 3, 16, 0

Not a hit list; 3% or so of the library scored in one or more.
